From PubChem
TDP2 inh: human TDP2 enzyme inhibitors, primary screen, biochemical, epi absorbance, recombinant enzyme. Tyrosyl-DNA phosphodiesterase 2 (Homo sapiens), O95551. actives 0.34% (n = 370,000). T5PNP hydrolysis, p-nitrophenol absorbance 415 nm. inhibition, % at 12.8 µM;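 active means inhibition above the mean of all tested compounds plus 3 SD, set per campaign, cut at about 25% in these data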;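 further: 0% = DMSO with enzyme and 100% = buffer with substrate but no TDP2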
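Incubation: 2 h at 37 °C; Test system: recombinant human TDP2; Quantity: enzyme 120 nM; Read-out basis: percent inhibition; Medium: 50 mM Tris-HCl pH 7.5 with Mg2+, KCl, DTT, BSA; Repeats: single replicate; Compound: 12.8 µM single point, 1% DMSO; Signal: epi absorbance; Reagent: 5 mM T5PNP chromogenic substrate; Benchmarks: no-enzyme high, DMSO-plus-enzyme low.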
Tn6 DDE FP: inhibitors of Tn6 peptide binding to fibrin DD(E), primary screen, biochemical, fluorescence polarization, human fibrin, Tn6 probe; Fibrin DD(E) TRITC-Tn6 fluorescence polarization displacement; inhibition, % at 8.3 µM; actives 0.21% (n = 370,000);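 active means inhibition above a per-campaign cutoff: mean of compounds within control limits plus 3 SD, cut at about 15% in these data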;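 further: 0% = median of all compound wells on the plate and 100% = blocking peptide control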
UHRF1 binding: UHRF1 methylated DNA binding inhibitors, primary screen, counter-screen for MBD2 inhibitor project, biochemical, TR-FRET, human UHRF1, single concentration; UHRF1 binding to methylated oligo; actives 0.75% (n = 370,000); AID 687016, 2013; inhibition, % at 4.4 µM; E3 ubiquitin-protein ligase UHRF1 (Homo sapiens), Q96T88; in the data active means inhibition above about 21%;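 further: UHRF1 SRA domain binding a hemimethylated CpG hairpin DNA probe; 0% = median of test compound wells and 100% = reference inhibitor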
proKLK7 act: proKLK7 zymogen activators, primary screen, biochemical, fluorescence intensity | actives 0.9% (n = 370,000) | AID 652039, 2013 | activation, % at 7 µM | purified proKLK7, EDANS-DABCYL substrate fluorescence; 100% is mature enzyme control, 0% vehicle;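 active means activation above the mean of all tested compounds plus 3 SD, computed per campaign excluding outliers beyond control limits, cut at about 13% in these data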
Tn7 DDE FP: inhibitors of Tn7 peptide binding to fibrin DD(E), primary screen, biochemical, fluorescence polarization, human fibrin, Tn7 probe | AID 720508, 2013 | inhibition, % at 8.3 µM | FP displacement of FITC-Tn7 peptide from fibrin DD(E); 0% = median of compound wells per plate | Fibrinogen beta chain (Homo sapiens), P02675 | actives 0.13% (n = 370,000);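 active means inhibition above the mean of compounds falling within the control limits plus 3 SD of them, cut at about 14% in these data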;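 further: 0% = plate median of compound wells and 100% = 10 µM Aha-Tn7 peptide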
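Assay system: Human clot-derived fibrin DD(E) complex | Buffer or medium: Tris/NaCl/CaCl2 buffer, pH 7.8 | Repeats: One replicate per compound | Benchmarks: Aha-Tn7 high control | Measure: % inhibition scaled between sample-field median and high-control FP | Schedule: 10 min plus 3 h, room temperature | Signal: Fluorescence polarization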
MBD2 DNA inh: inhibitors of MBD2 binding to methylated DNA, primary screen, biochemical, TR-FRET, DNA-binding domain, human; actives 0.31% (n = 370,000); MBD2 binding to methylated oligonucleotide; inhibition, % at 4.4 µM; in the data active means inhibition above about 13%
TCR-CD3 inh: inhibitors of human TCR-CD3 interaction, primary screen, biochemical, fluorescence, TAMRA-labeled TCR probe; inhibition, % at 9.4 µM; actives 0.37% (n = 360,000); T-cell receptor (TCR); in the data active means inhibition above about 19%;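 further: recombinant mutant TCR 2C K166C tagged with TAMRA read by polarization; 0% = receptor in buffer alone and 100% = receptor with positive control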
SIAE inh: human SIAE inhibitors, primary screen, biochemical, fluorescence polarization, FP-Rh probe, 1536-well HTS | Sialate O-acetylesterase (Homo sapiens), Q9HAT2 | SIAE FP-Rh probe binding | inhibition, % at 9.66 µM | actives 0.69% (n = 370,000) | AID 1053197, 2014;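 active means inhibition above a cutoff: mean of compounds within the control limits plus 3 SD of those, cut at about 17% in these data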;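 further: 0% = plate median of compound wells and 100% = probe without SIAE protein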
Target sequence (Q9HAT2 whole entry, looked up): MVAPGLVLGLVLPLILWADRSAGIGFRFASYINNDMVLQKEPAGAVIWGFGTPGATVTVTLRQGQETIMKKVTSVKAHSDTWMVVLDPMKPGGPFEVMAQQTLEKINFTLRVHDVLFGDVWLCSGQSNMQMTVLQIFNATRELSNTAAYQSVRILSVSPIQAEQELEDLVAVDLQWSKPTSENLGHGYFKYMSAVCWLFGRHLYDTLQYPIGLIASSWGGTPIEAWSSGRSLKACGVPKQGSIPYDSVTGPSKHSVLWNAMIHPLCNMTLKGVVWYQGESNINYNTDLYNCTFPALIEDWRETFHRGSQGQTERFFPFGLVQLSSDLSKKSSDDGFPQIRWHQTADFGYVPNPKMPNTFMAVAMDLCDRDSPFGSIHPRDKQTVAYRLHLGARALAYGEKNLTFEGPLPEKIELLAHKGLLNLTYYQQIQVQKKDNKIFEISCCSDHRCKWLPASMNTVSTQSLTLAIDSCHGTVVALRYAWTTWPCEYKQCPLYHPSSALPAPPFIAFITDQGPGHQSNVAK
PRMT1 inh: PRMT1 methyltransferase inhibitors, primary screen, biochemical, fluorescence polarization; recombinant PRMT1, activity-based probe fluorescence polarization; inhibition, % at 2.79 µM; actives 1.3% (n = 370,000); AID 652257, 2013;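 active means inhibition above about 21% made by adding two undisclosed values, limit read from the data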
Target sequence (Q99873 whole entry, looked up): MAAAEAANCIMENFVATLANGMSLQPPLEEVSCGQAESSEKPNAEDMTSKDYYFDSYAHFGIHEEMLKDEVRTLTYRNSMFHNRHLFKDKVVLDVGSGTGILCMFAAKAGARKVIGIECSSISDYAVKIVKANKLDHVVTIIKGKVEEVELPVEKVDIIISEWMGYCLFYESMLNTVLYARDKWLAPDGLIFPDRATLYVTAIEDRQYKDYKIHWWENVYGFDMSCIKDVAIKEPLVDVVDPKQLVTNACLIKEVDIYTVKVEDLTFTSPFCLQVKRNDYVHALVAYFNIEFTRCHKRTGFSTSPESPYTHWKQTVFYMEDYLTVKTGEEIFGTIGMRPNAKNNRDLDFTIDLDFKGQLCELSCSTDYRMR
LEDGF integ inh: blockers of LEDGF/p75-dependent integrase strand transfer – biochemical, TR-FRET, high throughput, primary screen | HIV-1 integrase (with human LEDGF/p75) | TR-FRET IN-LEDGF/p75 DNA integration, Eu/Cy5 | inhibition, % at 3.7 µM | actives 0.64% (n = 370,000);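 active means inhibition above the screen-wide mean plus 3 SD, cut at about 13% in these data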;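 further: signal is the Cy5 over europium emission ratio at 671 and 618 nm; 0% = plate median of compound wells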
* marks the source's active call; other numbers are inactive results. Not all compounds are listed. The share of hits here may be higher or lower than overall.

Preview (14 entries):
SMILES	TDP2 inh	Tn6 DDE FP	UHRF1 binding	proKLK7 act	Tn7 DDE FP	MBD2 DNA inh	TCR-CD3 inh	SIAE inh	PRMT1 inh	LEDGF integ inh
CCC(Oc1cc(Cl)ccc1Cl)C(=O)N1CCC2(CC1)OCCO2 (centres undefined)	-9	-3	1	0.3	-4	-1	0	-3	-1	1
Cc1ccc(-n2c(O)c(C=Nc3ccc(S(N)(=O)=O)cc3)c(=O)[nH]c2=O)cc1	-9	0	2	-0.3	-1	-2	4	3	5	2
Cc1cc(OCC(=O)O)c2c3c(c(=O)oc2c1)CCCC3	7	3	2	7.0	5	0	6	3	-1	2
CC(C)(C)NC(=O)Cn1cc(C(=O)c2ccccc2F)c2ccccc21	6	-6	-1	-0.2	1	0	4	5	-1	-4
CCOC(=O)[C@@H]1[C@H]2COc3ccc(Br)cc3[C@H]2N2C(=O)N(c3cccc(C)c3)C(=O)[C@]12C	7	4	-2	0.2	9	0	-4	-9	1	1
CC(=O)c1ccc(OC(C)C)c(Cc2c(O)[nH]c(=S)[nH]c2=O)c1	-4	2	2	-0.2	-6	3	-1	-2	2	2
CC(Cc1ccccc1)[n+]1cc(/N=C(\[O-])Nc2ccccc2)on1 (centres undefined)	9	-5	-2	0.1	-1	-3	4	5	-1	0
O=[N+]([O-])c1ccccc1CN1CC=C(c2ccc(F)cc2)CC1	-3	0	3	0.2	9	5	0	-4	7	1
CCn1c(NN=O)nc2ccccc21	-3	6	-5	0.4	-2	0	-1	4	-1	8
CCCCn1c(=O)c(C(=O)Nc2cnccn2)c(O)c2ccccc21	-3	3	1	0.0	-11	-4	-4	-1	-1	0
COc1ccccc1N1CCN(CCc2ccccc2)CC1	-1	8	-1	-0.2	-4	2	2	2	-1	0
OC(CNC1CCCCC1)C(F)(F)F (centres undefined)	-6	0	1	-0.5	-10	2	1	2	-2	1
COC(=O)C1=C(c2ccc(OC(F)(F)F)cc2)C[C@@H]2CC[C@H]1N2C(=O)N1CCc2cc(OC)c(OC)cc2C1	-1	-2	-2	0.2	3	2	2	0	-1	-2
COc1ccc(-n2c(=O)[nH]c3ccccc3c2=O)c(OC)c1	-6	3	3	-0.9	-2	0	-12	0	1	0

The listing, from the start:
SMILES	TDP2 inh	Tn6 DDE FP	UHRF1 binding	proKLK7 act	Tn7 DDE FP	MBD2 DNA inh	TCR-CD3 inh	SIAE inh	PRMT1 inh	LEDGF integ inh
CCC(Oc1cc(Cl)ccc1Cl)C(=O)N1CCC2(CC1)OCCO2 (centres undefined)	-9	-3	1	0.3	-4	-1	0	-3	-1	1
Cc1ccc(-n2c(O)c(C=Nc3ccc(S(N)(=O)=O)cc3)c(=O)[nH]c2=O)cc1	-9	0	2	-0.3	-1	-2	4	3	5	2
Cc1cc(OCC(=O)O)c2c3c(c(=O)oc2c1)CCCC3	7	3	2	7.0	5	0	6	3	-1	2
CC(C)(C)NC(=O)Cn1cc(C(=O)c2ccccc2F)c2ccccc21	6	-6	-1	-0.2	1	0	4	5	-1	-4
CCOC(=O)[C@@H]1[C@H]2COc3ccc(Br)cc3[C@H]2N2C(=O)N(c3cccc(C)c3)C(=O)[C@]12C	7	4	-2	0.2	9	0	-4	-9	1	1
CC(=O)c1ccc(OC(C)C)c(Cc2c(O)[nH]c(=S)[nH]c2=O)c1	-4	2	2	-0.2	-6	3	-1	-2	2	2
CC(Cc1ccccc1)[n+]1cc(/N=C(\[O-])Nc2ccccc2)on1 (centres undefined)	9	-5	-2	0.1	-1	-3	4	5	-1	0
O=[N+]([O-])c1ccccc1CN1CC=C(c2ccc(F)cc2)CC1	-3	0	3	0.2	9	5	0	-4	7	1
CCn1c(NN=O)nc2ccccc21	-3	6	-5	0.4	-2	0	-1	4	-1	8
CCCCn1c(=O)c(C(=O)Nc2cnccn2)c(O)c2ccccc21	-3	3	1	0.0	-11	-4	-4	-1	-1	0
COc1ccccc1N1CCN(CCc2ccccc2)CC1	-1	8	-1	-0.2	-4	2	2	2	-1	0
OC(CNC1CCCCC1)C(F)(F)F (centres undefined)	-6	0	1	-0.5	-10	2	1	2	-2	1
COC(=O)C1=C(c2ccc(OC(F)(F)F)cc2)C[C@@H]2CC[C@H]1N2C(=O)N1CCc2cc(OC)c(OC)cc2C1	-1	-2	-2	0.2	3	2	2	0	-1	-2
COc1ccc(-n2c(=O)[nH]c3ccccc3c2=O)c(OC)c1	-6	3	3	-0.9	-2	0	-12	0	1	0
Nc1c(C(=O)NCC2CCCO2)c2nc3ccccc3nc2n1Cc1ccco1 (centres undefined)	-6	-5	-1	-27	-6	17*	4	-3	14	0
CN(C)C(=O)NC(O)C(Cl)(Cl)Cl (centres undefined)	0	-5	0	-0.6	0	6	0	-5	-1	2
O=C(CNS(=O)(=O)c1cccs1)N1CCC2(CC1)OCCO2	1	5	-1	1.0	-7	5	1	-4	-3	0
Cc1cc(C(=O)N=Nc2c(O)n(C)c3ccccc23)c(C)o1	-9	-6	6	0.2	2	6	-8	-5	-1	1
Cc1sc2c(c1C)C(c1ccc(C(C)(C)C)cc1)=NCC(=O)N2CC(=O)Nc1nccs1	-1	6	-2	0.1	2	3	4	-9	-1	-3
CC1CCC(N2CCN(C(=O)COc3ccccc3)CC2)CC1 (centres undefined)	-5	5	1	0.5	-5	-2	-1	8	-3	2
CCCC(C)C1(CC)C(=O)NC(=Nc2ccccc2)NC1=O (centres undefined)	-4	1	0	0.3	6	2	10	1	2	1
CCN1CCN(c2ccc([N+](=O)[O-])cc2C=C2C(=O)NC(=O)NC2=O)CC1	0	3	-6	0.1	-1	-1	10	7	4	3
Cc1ccc2c(c1)=NC(=O)/C(=C/c1c(O)[nH]c(=O)[nH]c1=O)C=2	6	2	-11	18*	1	-2	-1	4	14	-1
CC1OC(C[N+](C)(C)C)CC1O (centres undefined)	1	-1	2	-0.1	-2	2	-8	-1	0	-2
Cc1ccc(-n2c(C)cc(/C=C3/C(=O)NC(=O)N(C)C3=O)c2C)cc1	7	4	-1	0.2	-1	-2	7	6	3	3

Next entries
SMILES	TDP2 inh	Tn6 DDE FP	UHRF1 binding	proKLK7 act	Tn7 DDE FP	MBD2 DNA inh	TCR-CD3 inh	SIAE inh	PRMT1 inh	LEDGF integ inh
COC(=O)C1=C(c2ccc3ccccc3c2)C[C@@H]2CC[C@H]1N2C(=O)NC1CC1	1	-2	-4	-0.3	10	-1	-1	-6	1	1
Cn1c(O)c(C(c2ccccn2)c2c(O)n(C)c(=S)[nH]c2=O)c(=O)[nH]c1=S	5	4	-1	0.1	-5	5	1	1	21	2
COc1ccc(CC(C)NCCC(c2ccccc2)c2ccccc2)cc1 (centres undefined)	3	-2	5	-0.9	8	3	-9	-8	5	-2
O=c1c2ccccc2nc(/C=C/c2ccccc2O)n1-c1ccccc1O	30*	-5	-4	1.9	-6	-1	-2	-9	1	0
CCCC/C(C)=C/[C@@H](NP(=O)(c1ccccc1)c1ccccc1)c1ccccc1	-1	5	-3	0.1	14*	0	-6	2	3	-2
CC1(C)CSC(=NCc2ccccc2)N1	-8	2	3	0.2	-5	-4	-2	3	1	-4
CC1=C(C(=O)O)N2C(=O)[C@@H](NC(=O)CCCC(=O)O)[C@H]2SC1	-5	4	-3	-0.7	2	-1	-14	-8	23*	-3
CCCNC(=O)N1[C@H]2CC[C@@H]1C(C(=O)OC)=C(c1c(C)noc1C)C2	-3	-2	3	0.0	2	-2	2	-4	3	0
Cc1nn(C)cc1/C=C1/CC2C3CC=C4CC(O)CCC4(C)C3CCC2(C)C1=O (centres undefined)	13	2	-1	-0.3	-8	-7	5	-4	0	-2
COc1ccc(OC)c(NP(=O)(Oc2ccc(Cl)cc2)Oc2ccc(Cl)cc2)c1	7	5	-3	0.8	-1	0	2	3	-2	2
C[C@H]1CN([C@@H](C)CO)C(=O)CCCn2nncc2CO[C@H]1CN(C)C(=O)Oc1cccc2ccccc12	3	-1	0	-0.2	8	-10	1	8	-2	0
COc1ccccc1N1CCN(CCc2c[nH]c3cc4c(cc23)OCO4)CC1	-8	5	-1	0.6	-2	-1	-5	1	-5	-6
CCC(C)NC(=O)c1c(N)n(CCCOC)c2nc3ccccc3nc12 (centres undefined)	67*	-3	10	-29	-3	13	0	5	-3	39*
Cc1cc(C=C2C(=O)N(C)C(=S)N(C)C2=O)c(C)n1C1CCCCC1	-8	3	6	-0.5	2	1	3	0	13	5
C=CCn1c(O)c(/C=C/C=Nc2ccccc2)c(=O)[nH]c1=O	4	-1	-7	-0.5	7	-2	-4	1	-6	-5
COc1ccc2ccccc2c1CNCCc1ccccc1	-8	1	-2	-0.2	3	-4	0	-8	1	2
c1coc(CNCCc2c[nH]c3ccccc23)c1	14	-2	-2	1.0	1	-1	-4	11	-4	-4
O=C(O)CSC(=S)N1CC2CC(C1)c1cccc(=O)n1C2 (centres undefined)	2	-6	0	0.3	-5	-5	0	3	3	-1
CC(Cc1ccccc1)NC(=O)c1ccc(N)cc1 (centres undefined)	8	-1	-1	-0.6	3	-5	4	7	1	1
COc1ccc2c(c1)CC1(CN2C)C(=O)NC(=O)N(c2ccc(C)cc2)C1=O (centres undefined)	6	-3	-4	0.8	2	-1	-6	0	1	0
COC(=O)C1=C(c2ccc(OC)c(OC)c2)C[C@@H]2CC[C@H]1N2C(=O)NC1CCCCC1	-5	3	-1	-0.1	0	-4	7	0	0	1
CN(C)CCCN=Cc1c(O)n(Cc2ccco2)c(=O)[nH]c1=O	-2	1	0	0.3	5	0	-4	-2	1	-9
Nc1ccncc1Cl	0	2	-2	0.5	3	-7	6	6	-3	1
COP(=O)(OC)/C(C=O)=N/Nc1ccc([N+](=O)[O-])cc1	-28	-2	1	0.2	0	-2	2	-5	-4	3
CCCCNC(=O)CN1C(=O)CN=C(c2ccccc2)c2ccccc21	-14	-1	0	1.5	2	-4	-6	1	-1	-3
